High-throughput results deposited in PubChem BioAssay by several laboratories.
CSN inh – inhibitors of CSN-mediated cullin deneddylation, primary screen, biochemical, fluorescence polarization, uHTS | COP9 signalosome complex subunit 5 (Homo sapiens), Q92905 | Purified CSN, SCF-Nedd8-OG deneddylation | inhibition, % at 12.5 µM | 0.38% of 360,000 active | AID 651999, 2013;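 active = pattern-corrected inhibition above about 35%, with an unprinted fluorescence ratio check between 0.5 and 1.5, limit read from the data, passing the limit was not always enough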;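 also: 0% = enzyme with substrate and 100% = substrate without enzyme; some results filed as inactive read as strong as hits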
Target sequence (Q92905 whole entry, looked up, one chain of several): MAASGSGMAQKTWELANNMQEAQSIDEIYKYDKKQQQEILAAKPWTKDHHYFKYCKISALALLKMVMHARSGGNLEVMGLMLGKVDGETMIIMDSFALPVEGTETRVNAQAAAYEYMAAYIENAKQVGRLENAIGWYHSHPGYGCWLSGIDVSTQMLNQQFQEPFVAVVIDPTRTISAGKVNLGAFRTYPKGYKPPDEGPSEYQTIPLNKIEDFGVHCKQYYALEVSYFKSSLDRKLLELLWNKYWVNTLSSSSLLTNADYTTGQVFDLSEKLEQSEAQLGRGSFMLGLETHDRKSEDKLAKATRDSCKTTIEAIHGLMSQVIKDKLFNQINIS
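Material: human Csn5 produced in HEK293T cells; Input: enzyme 0.24 nM; Reagent: SCFSkp2-Nedd8OG substrate at 10 nM final; Dosing: 12.5 µM compound; Incubation: 90 min reaction at room temperature; Detection: fluorescence polarization of the substrate; Evaluation: % inhibition of substrate cleavage by Csn5; Control set: substrate-only high control, full reaction low control.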
STEP inh – STEP phosphatase inhibitors, primary screen, biochemical, fluorescence intensity, uHTS. Tyrosine-protein phosphatase non-receptor type 5 (Homo sapiens), P54829. recombinant STEP, OMFP fluorogenic substrate. inhibition, % at 20 µM. 0.25% of 360,000 active;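 active = inhibition at 20 µM, scaled per plate between control wells, above about 37%, limit read from the data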;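 also: 0% = DMSO with enzyme and substrate and 100% = substrate only without enzyme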
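Measure: Control-normalized % inhibition with plate pattern correction | Test system: STEP phosphatase, cell-free reaction | Medium: pH 6.0 Bis-Tris with DTT and Tween 20 | Technique: Fluorescence, 480/540 nm | Times: Reaction 20 min, ambient temperature | Doses: Single compound dose of 20 µM, 1% DMSO final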
Neddylation inh – inhibitors of cullin neddylation, primary screen, biochemical, TR-FRET, uHTS, NAE and Ubc12 | AID 651699, 2012 | calls only at 25 µM | NEDD8-conjugating enzyme Ubc12 (Homo sapiens) + NEDD8-activating enzyme E1 regulatory … | 0.58% of 360,000 active; in the data active = inhibition above about 36%
Scp1 inh – Scp-1 phosphatase inhibitors, primary screen, biochemical, colorimetric, uHTS; Recombinant Scp1, phosphopeptide, malachite green phosphate absorbance; inhibition, % at 20 µM; 0.88% of 340,000 active; AID 493091, 2011;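 active = inhibition above about 50% at 20 µM, limit read from the data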;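 also: plate controls were DMSO wells with enzyme for no effect and wells lacking enzyme for full effect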
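System: truncated SCP-1 phosphatase (76-261aa); medium: Tris acetate buffer pH 5.5 with MgCl2 and Tween-20; incubation: 45 min room-temperature reaction, 5 min colour, 30 min stabiliser; compound: single 20 µM dose, 1% DMSO; reagent: Phosphorylated 17-residue peptide substrate; read-out: % inhibition at 20 µM; technique: colorimetric free-phosphate detection, absorbance 630 nm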
LMPTP inh – LMPTP phosphatase inhibitors, primary screen, biochemical, fluorescence intensity, uHTS | AID 651560, 2012 | Low molecular weight phosphotyrosine protein phosphatase (Homo sapiens), P24666 | 0.22% of 360,000 active | recombinant LMPTP-A, OMFP fluorogenic substrate | inhibition, % at 20 µM;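 active = compounds that cut the enzyme signal by at least half of the control window in the single-dose screen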;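 also: plate controls were DMSO wells with enzyme plus substrate for no effect and substrate without enzyme for full effect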
Target sequence (P24666 whole entry, looked up): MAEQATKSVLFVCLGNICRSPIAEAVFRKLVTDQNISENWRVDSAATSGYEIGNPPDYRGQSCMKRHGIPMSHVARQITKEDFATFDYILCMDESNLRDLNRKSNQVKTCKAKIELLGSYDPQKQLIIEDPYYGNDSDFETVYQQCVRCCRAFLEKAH
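material = LMPTP-A | quantity = 0.625 nM enzyme | reagent = OMFP substrate, 400 µM final | buffer or medium = Bis-Tris pH 6.0, DTT, detergent | detection = endpoint fluorescence intensity from OMFP dephosphorylation | dosing = single 20 µM dose | read-out basis = % inhibition relative to no-enzyme and uninhibited control wells | control set = no-enzyme and uninhibited controls | timing = 50 min at room temperature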
Rpn11 block – Rpn11 (PSMD14) deubiquitinase inhibitors, primary screen, biochemical, fluorescence polarization, uHTS; human 26S proteasome, Ub4-pepOG fluorescence polarization; 20S core pre-blocked with epoxomicin; calls only at 20 µM; 0.59% of 360,000 active; 26S proteasome non-ATPase regulatory subunit 14 (Homo sapiens), O00487; AID 588493, 2011;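 active = inhibition at 20 µM, scaled to each plate's controls, above about 33%, limit read from the data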
Target sequence (O00487 whole entry, looked up): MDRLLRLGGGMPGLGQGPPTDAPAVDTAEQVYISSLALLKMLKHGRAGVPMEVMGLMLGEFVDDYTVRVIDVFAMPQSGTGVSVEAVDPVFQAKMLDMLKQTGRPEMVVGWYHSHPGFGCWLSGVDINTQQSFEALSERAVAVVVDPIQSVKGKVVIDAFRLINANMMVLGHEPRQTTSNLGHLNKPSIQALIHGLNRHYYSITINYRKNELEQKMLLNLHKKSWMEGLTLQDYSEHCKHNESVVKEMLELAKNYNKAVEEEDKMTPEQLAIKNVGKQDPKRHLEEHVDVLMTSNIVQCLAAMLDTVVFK
NadD inh – inhibitors of S. aureus NadD, primary screen, biochemical, colorimetric, uHTS. Nicotinate-nucleotide adenylyltransferase NadD (Staphylococcus aureus N315). purified NadD enzyme, colorimetric absorbance read-out. inhibition, % at 20 µM. 0.78% of 360,000 active. AID 602399, 2012; in the data active = inhibition above about 26%; also: some compounds past the cut are filed as inactive
SUMO1 PPI mod – modulators of SUMO1 protein-protein interactions, primary screen, biochemical, uHTS. Small ubiquitin-related modifier 1 (Homo sapiens), P63165. SUMO1 binding to a labelled peptide, TR-FRET, 1 h. inhibition, % at 20 µM. 0.33% of 360,000 active; in the data active = inhibition above about 37%
Target sequence (P63165 whole entry, looked up): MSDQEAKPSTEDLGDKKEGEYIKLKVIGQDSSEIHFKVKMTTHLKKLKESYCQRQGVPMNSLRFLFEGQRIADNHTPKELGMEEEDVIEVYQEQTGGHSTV
DNMT1 block – human DNMT1 methyltransferase inhibitors, primary screen, biochemical, molecular beacon, fluorescence, HinP1I cleavage, uHTS; inhibition (reported as % activation of signal), % at 10 µM; 0.83% of 360,000 active; in the data active = inhibition above about 50%
Rin1-Abl PPI inh – inhibitors of Rin1-Abl protein binding, primary screen, biochemical, TR-FRET; Tyrosine-protein kinase ABL1 (Homo sapiens) + Ras and Rab interactor 1 (Homo sapiens), …; inhibition, % at 7.35 µM; 0.4% of 360,000 active; AID 588664, 2011; in the data active = inhibition above about 5%, passing the limit was not always enough
* hit, by the source's call; i = inactive; . = no result given. Random draw from the library (roughly 3.8% active in at least one column).

mol	CSN inh	STEP inh	Neddylation inh	Scp1 inh	LMPTP inh	Rpn11 block	NadD inh	SUMO1 PPI mod	DNMT1 block	Rin1-Abl PPI inh
CCc1noc(C)c1C(=O)OCC(=O)N(C)c1c(N)n(Cc2ccccc2)c(=O)[nH]c1=O	-2	4	i	2	-0.5	i	1	-1	0	6
C/C(Cl)=C/CSc1nc2c(c(=O)[nH]c(=O)n2C)n1C(C)C	1	2	i	-11	-0.8	i	2	-1	2	-2
COCCN(C(=O)Cn1nnc2ccccc21)C(C(=O)NC1CCCC1)c1ccc(OC)cc1OC (stereo not drawn)	0	0	i	4	-0.1	i	4	1	-10	-1
O=C(C[n+]1cc(-c2ccccc2)n2c1CCC2)N1c2ccccc2Sc2ccccc21	-1	-4	i	9	1.3	i	13	-3	3	1
CCOC(=O)c1ccc(NC(=O)CN2C(=O)CSC(C)C2=O)cc1 (stereo not drawn)	0	-3	i	-3	-0.8	i	-4	0	-3	-2
COCCCNc1ncnc2c1sc1nc(-c3ccco3)c3c(c12)CC(C)(C)OC3	5	2	.	-7	3.7	i	-13	-3	-10	-3
C(=C\c1nc(-c2ccccc2)no1)/c1ccccc1	2	3	i	-8	1.0	i	-1	-4	1	-1
O=C(CCc1ccc(S(=O)(=O)NC2CCCCC2)cc1)NCc1cccnc1	-16	1	i	-1	0.0	i	0	-3	4	4
Cc1ccc(CN(Cc2cccnc2)C(=S)Nc2cc(Cl)ccc2C)cc1	2	29	i	0	3.5	i	2	4	-2	1
CCOc1ccc2[nH]c(=S)sc2c1	-3	3	i	.	0.7	i	5	6	1	4
O=C(O)C(CCCCN1C(=O)C2C3C=CC(C3)C2C1=O)N1C(=O)C2C3C=CC(C3)C2C1=O (stereo not drawn)	1	4	i	5	-0.6	i	8	-4	2	-2
O=C(c1ccccc1)c1c[nH]c(C(=O)NNc2ccccc2)c1	-14	1	i	5	1.3	i	-7	-1	-2	0
O=C(O)C(Cc1ccccc1N(CCO)CCO)N1C(=O)c2ccccc2C1=O (stereo not drawn)	3	-3	i	-8	-0.1	i	2	13	-1	1
COc1ccc(-c2cc(-c3n[nH]c(=S)n3-c3ccccc3OC)[nH]n2)cc1	4	-2	i	1	0.1	i	8	10	-4	-3
COc1ccc(C(=O)NC2CCN(CC(=O)Nc3cccc(C)c3)CC2)cc1OC	-1	-6	i	2	-1.2	i	5	-2	-2	-2
O=C1COc2ccc(C(=O)CSc3nnc(-c4cccs4)n3Cc3ccccc3)cc2N1	3	1	i	0	6.2	i	10	-1	-6	-3

Structures shown so far that have an aryl methoxy group, in the order listed:
mol	CSN inh	STEP inh	Neddylation inh	Scp1 inh	LMPTP inh	Rpn11 block	NadD inh	SUMO1 PPI mod	DNMT1 block	Rin1-Abl PPI inh
COCCN(C(=O)Cn1nnc2ccccc21)C(C(=O)NC1CCCC1)c1ccc(OC)cc1OC (stereo not drawn)	0	0	i	4	-0.1	i	4	1	-10	-1
COc1ccc(-c2cc(-c3n[nH]c(=S)n3-c3ccccc3OC)[nH]n2)cc1	4	-2	i	1	0.1	i	8	10	-4	-3
COc1ccc(C(=O)NC2CCN(CC(=O)Nc3cccc(C)c3)CC2)cc1OC	-1	-6	i	2	-1.2	i	5	-2	-2	-2

The list goes on:
mol	CSN inh	STEP inh	Neddylation inh	Scp1 inh	LMPTP inh	Rpn11 block	NadD inh	SUMO1 PPI mod	DNMT1 block	Rin1-Abl PPI inh
COc1ccc(CNC(=O)C2=CC(c3ccc(OC)cc3)=NS(=O)(=O)N2C)cc1	1	0	i	-19	0.3	i	-1	-28	-5	-4
COC(=O)c1cc2c(C)c(C)c3ccccn3c-2c1C(=O)OC	-10	3	i	-2	1.5	i	2	-19	-1	-8
COc1ccc(/C=C2\SC(=O)N(CC(=O)NNC(=O)c3ccccc3O)C2=O)cc1OC	-3	4	i	-3	-0.4	i	13	-7	0	-3
CCOc1ccc(C2C(C(=O)c3cccs3)=C(O)C(=O)N2CCN2CCOCC2)cc1 (stereo not drawn)	-5	2	i	-10	-1.8	i	-2	-5	-2	2
Oc1ccc(C2C[C@H]3CC[C@@H]2C3)cc1O (stereo partly drawn)	-4	4	i	-22	1.0	i	19	4	2	0
COc1ccc(/C=N\NC(=O)C2CCCC2)cc1Br	-2	2	i	-5	0.0	i	-4	-8	-2	0
COc1cc2nc3n(c(=O)c2cc1OC)-c1ncccc1C(=O)NC3Cc1ccccc1 (stereo not drawn)	-1	2	i	.	0.2	i	1	1	8	0
O=C(C1Cc2ccccc2CN1S(=O)(=O)c1cccs1)N1CCCCC1 (stereo not drawn)	-6	4	i	-11	-0.1	i	2	-2	-1	-3

Copied from the list:
Reading of `O=C(c1ccccc1)c1c[nH]c(C(=O)NNc2ccccc2)c1` under LMPTP inh: 1.3
Reading of `COCCCNc1ncnc2c1sc1nc(-c3ccco3)c3c(c12)CC(C)(C)OC3` under STEP inh: 2

Further entries:
mol	CSN inh	STEP inh	Neddylation inh	Scp1 inh	LMPTP inh	Rpn11 block	NadD inh	SUMO1 PPI mod	DNMT1 block	Rin1-Abl PPI inh
COc1cc2c(cc1OC)CN(CC(=O)Nc1ccccc1C(=O)NCc1ccccc1)CC2	8	-2	i	-1	1.1	i	3	1	0	2
Cc1cc(C(=O)N/N=C/c2ccc3c(c2)OCO3)c(C)n1-c1ccc(F)cc1	3	2	i	-11	1.3	i	9	-3	-15	0
COc1cc(OC)cc(-n2nc(C(=O)N3CC(C)CC(C)C3)c3ccccc3c2=O)c1 (stereo not drawn)	0	-3	i	-3	1.3	i	-4	-1	3	-4
CC(C)n1nc(CC(=O)O)c2ccccc2c1=O	0	-1	i	0	-1.0	i	-1	2	-1	0
O=C(Cc1cccs1)N/N=C/C=C\c1ccccc1[N+](=O)[O-]	-2	-3	i	-7	0.5	i	-3	-22	-2	0
Cc1noc(C)c1COC(=O)c1cc(S(=O)(=O)N2CCOCC2)ccc1F	0	2	i	-3	-1.3	i	5	6	3	4
O=C(CSc1ccc2ccccc2c1)NCCc1ccc(O)c(O)c1	-2	-1	i	-7	-0.9	i	-3	-7	0	-3
COC(=O)c1cc2ccsc2n1Cc1nc(-c2ccc(Cl)cc2)oc1C	2	-2	i	-6	1.4	i	-3	-1	-3	-2
COc1ccccc1C(=O)Nc1ccc(NC(=O)c2ccco2)c(C)c1	3	-5	i	-2	-1.7	i	-3	-3	-1	0
Cc1ccc(S(=O)(=O)CCC(=O)OCc2ccc(Cl)c(Cl)c2)cc1	3	-2	i	-3	-0.3	i	-3	-3	1	-1
CCC12CC1(C(=O)OC)C(=O)N1CCc3c([nH]c4ccccc34)C12 (stereo not drawn)	-5	2	i	.	0.7	i	0	-2	-3	1
NS(=O)(=O)c1ccc(NC(=S)NC(=O)c2cccs2)cc1	4	2	i	-3	0.0	i	-7	-4	-1	-3
Cc1ccc(C(C)NC(=S)NCc2ccc(F)cc2)c(C)c1 (stereo not drawn)	-4	-1	i	-5	1.8	i	0	0	4	-2
CCc1ccc(S(=O)(=O)NC(CC(=O)O)c2ccccc2)cc1 (stereo not drawn)	-2	0	i	22	-2.3	i	4	4	-2	-1
Nc1nc2c([N+](=O)[O-])cccc2s1	4	-3	i	0	0.6	i	-5	-15	4	-4
C=CCOc1cccc(C(=O)N2CCCC(Nc3ccc(F)cc3)C2)c1 (stereo not drawn)	2	0	i	2	0.4	i	2	-1	-1	-1
CC(C)(C)OC(=O)N(CCc1ccccc1)Cc1cccc(OCc2cccc(NC(=O)C3CC3)c2)c1	-4	0	i	-16	5.3	i	0	3	-6	2
Cc1cccc[n+]1CC(=O)c1ccccc1	5	-1	i	-12	-2.3	i	-2	6	-1	2
CCCNC(=O)c1c(N)n(-c2ccc3c(c2)OCO3)c2nc3ccccc3nc12	13	2	i	-13	1.0	i	8	0	12	-1
O=C(Nc1ccccc1)NN(C(=O)CCl)c1ccccc1	5	-2	i	-1	-1.6	i	-1	70*	8	1

Structures shown so far with a COOH group, in the order listed:
mol	CSN inh	STEP inh	Neddylation inh	Scp1 inh	LMPTP inh	Rpn11 block	NadD inh	SUMO1 PPI mod	DNMT1 block	Rin1-Abl PPI inh
O=C(O)C(CCCCN1C(=O)C2C3C=CC(C3)C2C1=O)N1C(=O)C2C3C=CC(C3)C2C1=O (stereo not drawn)	1	4	i	5	-0.6	i	8	-4	2	-2
O=C(O)C(Cc1ccccc1N(CCO)CCO)N1C(=O)c2ccccc2C1=O (stereo not drawn)	3	-3	i	-8	-0.1	i	2	13	-1	1
CC(C)n1nc(CC(=O)O)c2ccccc2c1=O	0	-1	i	0	-1.0	i	-1	2	-1	0
CCc1ccc(S(=O)(=O)NC(CC(=O)O)c2ccccc2)cc1 (stereo not drawn)	-2	0	i	22	-2.3	i	4	4	-2	-1
